High-throughput results as filed in PubChem.
CHO-K1 Ca ag – M1 agonist counterscreen hit in parental CHO-K1 cells | 360,000 tested, 0.48% active | AID 602248 | activation, % at 3 µM | Fluo-8 calcium fluorescence; scaled to maximal ATP response, vehicle zero; in the data active = activation above about 15%;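 also: untransfected CHO-K1 host cells lacking M1 receptor as counterscreen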
TAAR1 ag – human TAAR1 agonism. activation, % at 3 µM. AID 624467. CHO RD-HGA16 TAAR1, Fluo-8 calcium fluorescence; vehicle wells 0%, saturating PEA agonist 100%. 360,000 tested, 0.99% active. Q96RJ0;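 active = activation above the mean activation of all test compounds in the run plus 3 SD, cut at about 38% in these data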
Target sequence (Q96RJ0 whole entry, looked up): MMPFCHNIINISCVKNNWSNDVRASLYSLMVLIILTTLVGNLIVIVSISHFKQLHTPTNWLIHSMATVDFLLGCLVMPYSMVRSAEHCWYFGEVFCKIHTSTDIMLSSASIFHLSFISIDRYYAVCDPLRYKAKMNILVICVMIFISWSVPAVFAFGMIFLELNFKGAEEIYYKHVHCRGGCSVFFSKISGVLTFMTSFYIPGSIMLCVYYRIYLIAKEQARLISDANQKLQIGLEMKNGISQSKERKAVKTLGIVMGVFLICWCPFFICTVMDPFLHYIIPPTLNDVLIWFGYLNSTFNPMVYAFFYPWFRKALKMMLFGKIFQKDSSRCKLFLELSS
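Assay system – CHO-derived RD-HGA16 cells with stable Gα16 and human TAAR1 · Compound dosing – one-point dosing at 3 µM (nominal) · Incubation – 17-24 h seeding, 75 min 37 °C dye, 30 min RT · Measured by – kinetic Fluo-8 calcium fluorescence · Control set – DMSO vehicle as 0%, PEA at EC100 as 100% · Repeats – single well for each compound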
CHO parental Ca – counter-screen for OX1R antagonists: effect in parental CHO cells | inhibition, % at 5.6 µM | 330,000 tested, 0.63% active | AID 463079 | parental CHO-K1, ATP-induced calcium, Fluo-8 fluorescence;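 active = inhibition above that plate's mean sample inhibition plus 3 SD, cut at about 26% in these data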;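 also: 0% = ATP-challenged DMSO wells and 100% = DMSO wells without ATP; some compounds past the cut are filed as inactive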
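Measured by: calcium-sensitive Fluo-8 fluorescence / Test system: CHO parental line / Controls: ATP-challenged DMSO wells low, unchallenged DMSO wells high / Measure: % inhibition / Compound: single nominal dose of 5.6 µM per compound / Replicates: single well per compound, no replicates / Reagent: ATP as calcium-mobilizing challenge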
M1 PAM parental – nonselective activator or artifact in parental CHO-K1 calcium assay. ATP EC20, Fluo-8 calcium fluorescence; 0% at ATP EC20, 100% at ATP max. activation, % at 3 µM. 360,000 tested, 0.02% active. AID 602247;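 active = activation above the run cutoff, the mean activation of all test compounds plus 3 SD, cut at about 40% in these data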;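 also: peak over basal fluorescence ratio in a 140 s read after ATP addition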
M1 PAM – potentiates human M1 receptor response to acetylcholine | P11229 | CHO-K1 hM1, Fluo-8 calcium fluorescence, ACh EC20; 0% = ACh EC20, 100% = maximal ACh | activation, % at 3 µM | 360,000 tested, 0.088% active | AID 588819; in the data active = activation above about 19%, passing the limit was not always enough
Target sequence (P11229 whole entry, looked up): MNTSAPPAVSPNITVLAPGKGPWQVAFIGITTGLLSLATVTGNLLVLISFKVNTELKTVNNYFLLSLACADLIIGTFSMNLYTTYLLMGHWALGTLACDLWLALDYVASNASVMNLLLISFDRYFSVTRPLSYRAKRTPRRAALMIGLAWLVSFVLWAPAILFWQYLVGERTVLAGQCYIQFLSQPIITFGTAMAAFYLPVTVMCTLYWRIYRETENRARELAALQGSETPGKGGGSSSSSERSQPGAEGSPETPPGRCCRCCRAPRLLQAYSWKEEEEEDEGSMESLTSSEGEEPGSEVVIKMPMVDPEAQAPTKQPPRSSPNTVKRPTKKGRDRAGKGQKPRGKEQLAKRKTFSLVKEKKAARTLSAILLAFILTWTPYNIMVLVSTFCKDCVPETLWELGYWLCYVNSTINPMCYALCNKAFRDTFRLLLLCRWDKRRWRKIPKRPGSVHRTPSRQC
CHO-K1 Ca antag – M1 antagonist counterscreen hit in parental CHO-K1 cells. ATP-induced calcium, Fluo-8 fluorescence. inhibition, % at 3 µM. 360,000 tested, 0.6% active;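 active = inhibition above a per-plate cutoff, the plate's mean sample inhibition plus 3 SD, cut at about 24% in these data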;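 also: 0% = DMSO plus EC80 ATP and 100% = DMSO alone without ATP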
M1 ag – agonists of human M1 muscarinic receptor | AID 588814 | 360,000 tested, 0.33% active | activation, % at 3 µM | CHO-K1 hM1, Fluo-8 calcium fluorescence, agonist mode; 0% DMSO, 100% acetylcholine EC100 | P11229;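 active = activation above the run's mean compound activation plus 3 SD, cut at about 16% in these data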;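 also: peak over basal fluorescence ratio within a 140 s kinetic read after compound addition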
TAAR1 antag – human TAAR1 antagonism | Q96RJ0 | CHO RD-HGA16 TAAR1, Fluo-8 calcium fluorescence, antagonist | inhibition, % at 3 µM | 360,000 tested, 1.5% active | AID 624466;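 active = inhibition above a per-plate cutoff, the mean inhibition of test compounds on that plate plus 3 SD, cut at about 49% in these data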;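 also: 0% = DMSO plus EC80 beta-PEA response and 100% = DMSO alone without agonist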
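System: CHO RD-HGA16 cells bearing hTAAR1. Reagent: EC80 β-phenethylamine stimulus. Schedule: seeding 17-24 h prior, 75-min 37 °C, 30-min RT dye loading. Signal: Fluo-8 intracellular calcium dye fluorescence, real-time kinetic reads. Read-out: % inhibition from peak post-agonist over basal fluorescence ratio. Benchmarks: vehicle wells and EC80 agonist wells. Replicates: n of 1.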
CHRM1 antagonist – human CHRM1 antagonism; inhibition, % at 3 µM; CHO-K1 hM1, Fluo-8 calcium fluorescence, ACh EC80 antagonist; 360,000 tested, 1.3% active; AID 588852; P11229;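 active = percent inhibition above its own plate's cutoff, namely the mean of that plate's compound wells plus 3 SD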;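 also: peak over basal fluorescence ratio during 140 s after agonist addition; 0% = ACh EC80 plus DMSO and 100% = DMSO alone without agonist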
Active calls of the source: *; x = no result given.

Screens in order – CHO-K1 Ca ag	TAAR1 ag	CHO parental Ca	M1 PAM parental	M1 PAM	CHO-K1 Ca antag	M1 ag	TAAR1 antag	CHRM1 antagonist
- O=[N+]([O-])c1cccc(C=NN=C2c3ccccc3-c3ccccc32)c1
→ -0.2	8.6	x	-9.0	5.3	1.1	-1.4	-2.1	-9.9
- COc1cccc(CNC(=O)C2CCN(S(=O)(=O)N3CC(C)CC(C)C3)CC2)c1 (stereo not given)
→ 0.0	1.1	-11.8	-1.4	0.1	2.0	-6.2	-6.5	1.8
- Cc1cc2oc(=O)cc(CN3CCCCC3C)c2cc1C (stereo not given)
→ -0.7	-1.9	-12.9	-7.7	4.8	-16.1	-10.5	-1.8	-13.9
- CCN1CCc2c(sc(NC(=O)c3ccc(S(=O)(=O)N(C)CC4CCCO4)cc3)c2C(N)=O)C1 (stereo not given)
→ 0.2	0.2	-8.2	-10.5	-1.6	-4.3	-6.2	3.3	-5.0
- CCOc1ccc(N(CC(=O)NCCSCc2ccccc2Cl)S(C)(=O)=O)cc1
→ -0.5	4.1	x	-10.6	4.1	14.9	-5.2	6.5	-4.4
- Cc1oc2ccccc2c1CC(=O)NCCCN(C)C
→ -0.1	1.6	-16.3	4.0	1.1	-5.8	-8.4	-19.5	-5.7
- N#Cc1ccc(C(=O)Nc2nc(SCc3ccc(Cl)cc3)n[nH]2)cc1
→ 1.7	3.5	-7.8	13.7	0.3	-14.5	-4.0	-11.8	-3.4
- CCOc1cc(-c2cn(S(=O)(=O)c3cccc4nsnc34)nc2N)cc(OCC)c1OCC
→ -0.3	0.1	-21.6	24.3	7.7	-19.4	-6.7	7.9	-5.0
- O=C(Nc1ccccc1)c1ccc(N2CCN(c3ccccc3)CC2)c(S(=O)(=O)N2CCOCC2)c1
→ 0.7	8.0	-1.2	18.9	10.3	-10.8	-4.2	22.4	-4.1
- CCC(=O)N1CCN(c2cc3c(cc2F)c(=O)c(C(=O)O)cn3CC)CC1
→ 0.3	0.8	7.7	28.4	7.4	2.8	-2.1	-3.5	-10.0
- Cc1ccccc1NC(=S)N1CCN(c2ccccc2C)CC1
→ 1.1	3.2	-6.7	-5.5	10.2	-5.9	-3.1	-13.5	-18.8
- COC(=O)C1=C(C)NC2=C(C(=O)CCC2)C1c1cn(Cc2ccc(Cl)cc2Cl)nc1-c1ccccc1 (stereo not given)
→ 0.5	6.4	-16.1	6.5	-1.0	3.5	-5.7	6.5	2.4
- CC(=O)Nc1ccc(S(=O)(=O)N2CCN(S(=O)(=O)N3CCOCC3)CC2)cc1
→ 1.9	3.8	-2.0	17.1	13.3	-15.9	-3.3	-9.4	-23.6
- Cc1ccc2c(cnn2C(=O)CCC(=O)N2CCCCC2)c1
→ 0.2	1.1	2.8	3.4	11.6	-5.9	-6.4	-14.0	-17.9
- COc1cc(CCC(=O)OCC(=O)Nc2cc(S(=O)(=O)N3CCOCC3)ccc2Cl)cc(OC)c1OC
→ 2.0	11.4	x	-0.8	12.0	-8.9	0.8	14.4	-1.0
- CC(C)N1CC(C(=O)Nc2ccc(C#N)cc2)CC1=O (stereo not given)
→ 0.7	-0.7	10.8	-2.6	7.2	-6.4	-1.4	8.1	-14.9
- COc1ccc(N(C(=O)c2ccncc2)S(=O)(=O)c2ccc3c4c(cccc24)C(=O)N3C)cc1
→ 1.1	6.1	-12.3	10.6	3.7	-2.4	-8.7	2.2	-5.2
- CC(C)CC(=O)NC(=S)Nc1ccc(N2CCN(C(=O)c3cccs3)CC2)cc1
→ 10.5	2.9	24.0	-3.6	-10.5	17.5	0.5	41.1	28.7
- COc1ccc(N(CC(=O)Nc2cc(Cl)ccc2OC)S(=O)(=O)c2c(C)[nH]c(=O)[nH]c2=O)cc1
→ 0.2	0.0	-10.7	5.9	15.3	0.1	1.5	-20.6	-7.7
- O=C(COC(=O)c1ccc([N+](=O)[O-])o1)Nc1ccc(Br)cc1F
→ 0.9	-2.9	-0.1	19.7	2.0	-15.6	-4.2	15.9	-7.7
- NC(=O)NCc1ccc(C(=O)OCc2ccncc2)cc1
→ -0.1	11.9	6.3	3.0	5.1	0.8	-4.1	6.1	0.9
- N=c1c(C(=O)NCc2ccccc2)cc2c(=O)n3ccccc3nc2n1CCCN1CCOCC1
→ 0.5	5.4	0.4	23.3	2.4	-0.6	-4.8	-1.9	-24.5
- CCCCN1C(=O)C(CC(=O)NC2CC2)CC(C(=O)N(C(C)C)C(C)C)=C1C (stereo not given)
→ 0.2	0.2	x	-3.7	2.2	-9.5	-2.8	1.6	-1.6
- C/C(CC(=O)Nc1ccc(N(C)C)cc1)=N\NC(=O)C(=O)NCc1ccccc1
→ -1.2	3.4	5.0	11.2	5.2	-8.3	-10.2	-15.8	-5.7
- Cn1c[n+](C)cc1-c1ccc(/C(N)=N/O)cc1
→ 0.0	0.1	-4.3	16.4	7.4	2.5	-10.3	1.3	-9.2
- CCOC(=O)c1c(N=CN(C)C)c(C#N)n2c1CCC2
→ 0.2	-0.2	-8.9	20.0	0.2	-6.2	-3.7	11.4	-10.4
- COc1ccccc1C(=O)NCc1n[nH]c(=S)n1Cc1ccccc1
→ 1.0	2.6	15.1	17.6	4.7	-7.4	-2.0	17.7	-0.1
- O=C(NC1CCCCCC1)c1ccc(CS(=O)(=O)Cc2ccc(F)cc2)o1
→ 0.9	-2.0	-11.5	14.3	14.9	-14.1	-4.2	-19.8	-6.6
- O=C(NCCc1ccc2c(c1)OCO2)Oc1ccccc1
→ 1.6	17.9	x	7.3	x	-2.8	x	3.5	x
- COc1ccc(CN2C(=O)c3cccc4cccc(c34)C2c2nc3ccccc3[nH]2)cc1 (stereo not given)
→ -0.9	-0.2	x	2.1	x	-10.5	x	-10.3	x
- O=C(COC(=O)CCC(=O)c1cccs1)NCCc1ccccc1
→ 0.3	7.7	-6.6	25.6	7.6	-8.0	-0.9	-26.0	-5.2
- Cc1ccc(C(=O)Nc2nc3nc(-c4ccccc4)cc(=O)n3[nH]2)cc1
→ 0.2	3.9	4.4	-3.6	-0.4	-4.0	-0.8	4.0	4.3
- COc1cc(Cl)c(C)cc1NC(=O)c1ccccc1NC(=O)CN1CCOCC1
→ 3.2	5.8	-25.2	12.7	-6.3	-8.5	-6.6	34.2	9.5
- COc1ccccc1N1CCN(C(=O)c2cccc(S(=O)(=O)N3c4ccccc4CC3C)c2)CC1 (stereo not given)
→ 7.5	11.4	x	-19.1	-6.5	11.0	0.9	74.8*	28.2
- O=C1[C@@H]2CSCN2C(=O)CN1CCc1cccc(F)c1
→ -0.3	6.7	-8.6	6.0	5.0	-3.8	-3.9	16.8	-2.2
- CC(NC(=O)c1ccc(C23CC4CC(CC(C4)C2)C3)cc1)C(=O)O (stereo not given)
→ 0.0	1.8	5.7	-4.5	-0.6	5.8	-6.5	8.7	1.6
- O=C(COC(=O)COc1ccc(Cl)cc1Br)NCCC1=CCCCC1
→ 1.5	-0.3	-6.8	6.3	-0.5	-5.3	-5.0	-13.9	4.8
- O=C(NCc1cccc(C(F)(F)F)c1)c1cccc2c1C(=O)c1ccc(N3CCC(Cc4ccccc4)CC3)cc1S2(=O)=O
→ 2.4	x	26.9	16.1	-4.7	-18.2	3.0	x	5.4
- O=S(=O)(c1cccc(-c2nnc(-c3cccnc3)o2)c1)N1CCCCC1
→ 1.6	5.4	-14.4	11.8	4.6	-1.4	-6.2	4.0	-7.2
- CN1CCN(/C=C2\SC(=S)NC2=O)CC1
→ -0.2	-0.5	0.3	12.2	4.5	-7.3	-3.6	-8.5	-9.2
- COc1ccc(NC(=O)CN(c2ccc(C)cc2)S(=O)(=O)c2c(C)nn(C)c2C)cc1
→ 2.4	0.5	-16.7	-1.8	6.8	-6.5	-3.2	-8.7	-13.2
- CCN(c1ccccc1)S(=O)(=O)c1cc(NC(=O)CSc2n[nH]c(=O)[nH]c2=O)ccc1Cl
→ 0.2	1.6	10.2	6.6	5.5	-1.3	-2.9	-20.2	-6.2
- CC(C)c1onc(C(=O)N2CCN(c3ccc(F)cc3)CC2)c1[N+](=O)[O-]
→ 1.4	x	-12.3	2.0	7.6	1.0	-0.8	x	-8.2
- CCNC(=O)c1cc2c(c(-c3cccc(-c4cc5ccccc5o4)c3)n1)[C@H](CCO)N(C(=O)NC(C)C)C2
→ 6.1	11.6	x	0.3	x	3.9	x	55.6*	x
- CC1CCC(N2CCN(S(C)(=O)=O)CC2)CC1 (stereo not given)
→ 0.1	5.4	-1.6	13.6	7.1	5.6	-6.7	8.4	-5.1
- COCCN1Cc2cccc(C(=O)NC(C)c3cccs3)c2C1=O (stereo not given)
→ -0.1	-1.8	-9.9	0.5	0.8	2.9	-4.0	-20.2	4.2
- CCCN1Cc2cccc(C(=O)NC3CCCC3)c2C1=O
→ -0.5	12.1	-7.6	-6.6	-7.7	-10.9	-3.1	-5.2	23.2
- CC(C)Cc1nnc(NC(=O)CN2C(=O)C3CCCCC3C2=O)s1 (stereo not given)
→ 1.8	6.1	-12.4	-2.0	4.5	-8.6	-5.1	-10.6	-7.8
- Cc1ccc(-c2csc(-c3c[nH]c4ccccc34)n2)c(C)c1
→ 0.8	5.4	-2.3	11.2	-3.3	-6.0	-3.6	31.8	-0.3
- CCn1c(=NC(=O)c2cccc(N3C(=O)CCC3=O)c2)sc2c(C)ccc(OC)c21
→ 3.5	11.9	-19.1	14.8	-3.1	-13.4	0.0	60.5*	7.5
- CN(C)c1nc(OCCNC(=O)Nc2ccc(Cl)cc2)nc(N(C)C)n1
→ 0.9	-1.2	-22.4	20.0	3.3	-15.5	-1.8	-16.9	-4.1
- O=C(NNC(=O)c1ccccc1F)c1cccc(S(=O)(=O)N2CCc3ccccc32)c1
→ 13.0	13.6	24.6	-11.0	-14.2	19.5	0.2	-4.9	37.6*
- Cc1ccc(SCC(=O)OCC(=O)N(C)CC(=O)Nc2ccc(F)cc2)cc1C
→ 45.6*	112.7*	-24.8	18.3	7.0	-15.6	32.5*	42.4	-7.4
- O=C(c1ccc2c(c1)N(Cc1cccc(Cl)c1)C(=O)c1ccccc1S2(=O)=O)N1CCN(c2ccccn2)CC1
→ 2.8	2.1	-16.6	5.4	-4.9	-12.5	-4.1	18.9	7.5
- CCN(CC)CCCNC(=O)Cn1ccc2ccccc2c1=O
→ 1.3	0.3	-6.4	-4.8	5.9	-13.2	-2.1	-30.1	4.6
- CCc1noc(C)c1C(=O)OCC(=O)NC(=O)c1ccccc1OC
→ 0.1	-1.1	-8.0	5.3	7.1	-2.9	-3.2	-1.2	-0.1
